HCV core dimer = blocks dimerization of HCV core protein; 300,000 tested, 0.33% active; AID 1899; inhibition, % at 5 µM; TR-FRET GST/Flag-core106 dimerization, 1536-well;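 active means inhibition above the mean of all tested compounds plus 3 SD, set per screening campaign, cut at about 45% in these data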
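Material: GST/Flag-tagged HCV core106 proteins. Incubation: 4 h, 22.5 °C incubation. Read-out basis: inhibition (%) from 671 over 617 nm ratio. Measured by: TR-FRET, excitation 340 nm, emission 617 and 671 nm.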
VLA-4 inh = inhibition in a human VLA-4 binding assay; P13612; VLA-4 expressing cells, ligand binding flow cytometry; inhibition, % (about 7 µM as worked out from the volumes in the protocol); 330,000 tested, 0.2% active; AID 2557; in the data active means inhibition above about 50%
proCasp7 act = counter-screen: procaspase-7 (human) activation | P55210 | recombinant procaspase-7, Ac-DEVD-pNA absorbance 405 nm; D23A/D198A/D206A triple mutant, cannot self-cleave; scale: DMSO 0, 5 µM enzyme 100 | activation, % at 8.5 µM | 330,000 tested, 0.093% active | AID 463210;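 active means percent activation above the screen-wide mean plus 3 SD, cut at about 25% in these data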
Target sequence (P55210 whole entry D23A/D198A/D206A): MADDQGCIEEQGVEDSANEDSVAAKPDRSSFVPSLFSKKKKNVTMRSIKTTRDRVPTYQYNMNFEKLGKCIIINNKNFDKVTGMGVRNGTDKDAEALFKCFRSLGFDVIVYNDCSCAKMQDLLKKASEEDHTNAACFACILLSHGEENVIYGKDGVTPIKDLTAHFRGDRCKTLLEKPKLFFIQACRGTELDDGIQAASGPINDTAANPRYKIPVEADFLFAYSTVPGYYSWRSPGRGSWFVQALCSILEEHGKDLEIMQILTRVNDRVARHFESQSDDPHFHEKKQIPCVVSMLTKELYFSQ
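Assay system: Uncleavable procaspase-7 mutant enzyme | Input: 2 µM procaspase-7 mutant as dispensed | Timing: 1 h compound preincubation, 2 h substrate cleavage, 25 °C | Repeats: One well per compound | Control set: DMSO wells as 0%, DMSO with 5 µM added PC-7 as 100% | Technique: Epi-absorbance of released pNA at 405 nm, two timepoints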
GASC-1 inh = human JMJD2C demethylase inhibition; Q9H3R0; GST-JMJD2C(1-420) H3K9me3 demethylation, DELFIA europium; inhibition, % at 2.35 µM; 330,000 tested, 0.069% active;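 active means more than half of a compound's replicate wells show inhibition beyond 50%, single wells judged on their own value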;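 further: signal counts dimethyl H3K9 product captured on neutravidin plate; 0% = median of DMSO wells and 100% = 0.3 times that DMSO median; strong numbers were not always called active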
Target sequence (Q9H3R0 1-420 limits assumed): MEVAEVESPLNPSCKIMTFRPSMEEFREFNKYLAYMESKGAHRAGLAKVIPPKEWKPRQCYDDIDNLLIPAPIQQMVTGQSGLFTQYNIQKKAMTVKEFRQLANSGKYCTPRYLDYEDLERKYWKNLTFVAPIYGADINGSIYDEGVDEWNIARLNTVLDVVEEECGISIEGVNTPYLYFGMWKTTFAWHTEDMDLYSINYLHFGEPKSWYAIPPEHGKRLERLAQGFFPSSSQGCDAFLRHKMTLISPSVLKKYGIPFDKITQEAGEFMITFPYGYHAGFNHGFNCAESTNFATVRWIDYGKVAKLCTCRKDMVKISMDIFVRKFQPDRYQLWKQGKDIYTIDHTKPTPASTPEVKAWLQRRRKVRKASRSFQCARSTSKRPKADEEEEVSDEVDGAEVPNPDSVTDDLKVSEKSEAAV
PP1 inh = counter-screen for PP5 inhibitors: inhibitors of human PP1-alpha; 320,000 tested, 0.9% active; AID 2235; purified PP1alpha, OMFP fluorescence; inhibition, % at 6.7 µM;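 active means inhibition above the mean inhibition of all tested compounds plus 3 SD, computed separately for each screening campaign, cut at about 15% in these data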
Target sequence (P62136 whole entry, looked up): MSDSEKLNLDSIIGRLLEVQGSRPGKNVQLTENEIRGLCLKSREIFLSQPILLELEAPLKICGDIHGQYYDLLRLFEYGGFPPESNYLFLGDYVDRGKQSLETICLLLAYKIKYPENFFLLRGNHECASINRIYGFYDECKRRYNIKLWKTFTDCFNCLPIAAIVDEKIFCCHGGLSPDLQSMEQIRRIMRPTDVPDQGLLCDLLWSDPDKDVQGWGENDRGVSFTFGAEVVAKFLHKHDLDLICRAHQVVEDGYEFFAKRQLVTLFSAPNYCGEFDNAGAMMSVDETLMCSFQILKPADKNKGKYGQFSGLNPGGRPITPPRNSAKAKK
Fh CTSL1 inh = cathepsin L1 inhibition, PFM18AAP counter-screen; recombinant F. hepatica cathepsin L1, Z-Leu-Arg-MCA fluorescence; inhibition, % at 5.96 µM; 300,000 tested, 0.49% active;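 active means inhibition above the mean of all tested compounds plus 3 SD, set per screening campaign, cut at about 17% in these data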;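 further: 0% = plate median of test compound wells and 100% = 1 µM Z-Phe-Ala-diazomethylketone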
PP5 primary = inhibitors of human protein phosphatase 5 (PP5); AID 1987; 320,000 tested, 0.18% active; purified PP5c, OMFP substrate fluorescence; inhibition, % at 6.7 µM;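 active means inhibition above the campaign's mean inhibition across all tested compounds plus 3 SD, cut at about 9.5% in these data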;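 further: 0% = DMSO only and 100% = 100 µM cantharidin control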
proCasp3 act = procaspase-3 (human) activation. 330,000 tested, 0.11% active. activation, % at 8.5 µM. P42574. AID 463141. recombinant procaspase-3 D3A, Ac-DEVD-pNA absorbance 405 nm;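 active means activation above the mean of all tested compounds plus 3 SD, cut at about 21% in these data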;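 further: 0% = DMSO alone and 100% = DMSO wells spiked with extra 5 µM PC-3 D3A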
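material = Procaspase-3 D3A mutant | probe or stimulus = Ac-DEVD-pNA | compound = single dose, 8.5 µM nominal compound, 0.8% DMSO | timing = 1 h preincubation, 2 h reaction | measured by = 405 nm absorbance of p-nitroaniline, reads at 0 and 120 min | benchmarks = DMSO-only low control, 5 µM PC-3 D3A high control | repeats = singlicate, each compound tested once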
GRK2 aptamer HTS = blocks RNA aptamer binding to human GRK2; P25098; bead flow cytometry, FAM-aptamer displacement from GRK2; inhibition of aptamer binding, % at 10 µM; 330,000 tested, 0.59% active; AID 488847;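 active means inhibition of aptamer binding above 40%, roughly 3 SD of noise, on plates passing a quality check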;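 further: median bead fluorescence of bound FAM aptamer so fluorescent compounds give negative values; no value below 0 was filed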
* hit, by the source's call; x = no result given; & = joins results of further samples.

SMILES	HCV core dimer	VLA-4 inh	proCasp7 act	GASC-1 inh	PP1 inh	Fh CTSL1 inh	PP5 primary	proCasp3 act	GRK2 aptamer HTS
O=C(c1ccco1)N1CCN(Cc2nc(-c3cccs3)no2)CC1	4.1	-3.2	-6.2	-1.6	-0.4	0.8	-2.1	-0.8	0.0
COc1ccc(/C=C/C(=O)c2ccc3c(c2)OCO3)cc1OC	x	4.7	5.5	5.3	-0.1	x	2.9	7.6	0.0
CC1(C)CC2CC(C)(CN2S(=O)(=O)c2ccc(N)cc2)C1 (centres undefined)	0.1	3.2	14.8	-0.7	-1.3	1.1	1.2	-2.4	0.0
CCN(CC)C(=O)COc1ccc2c3c(c(=O)oc2c1)CCCC3	5.4	4.3	-1.8	-1.0	2.3	-0.4	1.1	0.6	0.0
O=C(Nc1cccc(F)c1)NC1CCN(Cc2ccccc2)CC1	-12.8	-1.8	1.0	-9.9	2.4	-1.4	0.6	9.9	0.0
CCCCOc1ccc(CCC(=O)N/N=C/c2ccco2)cc1	2.6	0.0	-2.7	28.1	-0.2	0.5	3.0	2.5	3.0
O=C(NCCC(=O)N1CCCCCCC1)c1ccc(Cl)cc1	-10.1	-13.5	10.6	18.6	-4.3	-2.9	-1.2	5.6	0.0
Cc1nnc(C)c2c(C)n(C(C)c3ccccc3)c(C)c12 (centres undefined)	3.6	-11.5	7.3	-28.5	1.1	1.4	-1.6	-3.3	0.0
CN1C(=O)/C(=C/c2ccccc2OCc2ccccc2)NC1=S	-4.5	x	-5.9	-4.5	-0.5	1.2	3.8	-10.2	8.0
CC(=O)Nc1ccc(C(=O)N2CCN(C(=O)c3ccco3)CC2)cc1	-4.0	14.4	1.0	-37.6	-1.5	-4.9	1.7	3.8	2.0
Cn1c(CNC(=O)Nc2ccccc2)nnc1SCc1ccccc1	3.1	-3.3	1.2	1.8	-3.4	2.9	-1.2	5.3	0.0
O=C(O)C(CCCCNS(=O)(=O)c1ccc(F)cc1)NS(=O)(=O)c1ccc(F)cc1 (centres undefined)	3.7&-4.3	6.0&3.7	5.5&7.2	-2.4&4.4	2.0&-2.2	-4.0&-0.9	0.8&-1.3	6.2&10.9	0.0&1.0
Cc1cccc(C(=O)N2CCC(N3CCC(C(=O)N4CCOCC4)CC3)CC2)c1	2.1	-13.3	5.1	3.0	-4.2	0.9	0.7	-2.6	1.0
CC(C)(C)NC(=O)C1CC(=O)OC12CCOC(C)(C)C2 (centres undefined)	-6.2	-0.4	2.5	14.7	1.9	-1.2	-0.2	5.0	4.0
Cc1ccc(C)c(OCc2cc(C(=O)NC3CCOC(C)(C)C3)no2)c1 (centres undefined)	3.8	4.1	-0.5	5.4	2.8	1.0	-0.3	-2.9	0.0
CSc1ccc(Cl)c(C(=O)OCC(=O)N2CCOCC2)c1	10.6	1.8	-8.9	-3.4	-10.0	-6.7	3.6	3.0	3.0
CCOC(=O)CCC(=O)N1CCOCCOCCN(C(=O)CCC(=O)OCC)CCOCCOCC1	-1.8	-33.6	2.2	14.7	-2.5	-2.7	2.3	-1.4	1.0
CCN(CC)CCNC1=CC(=O)OC12CCCCC2	-12.7	2.7	9.5	1.7	-2.9	2.1	2.8	4.3	0.0
N#CCC(=O)Nc1ccc(C(=O)OCC(=O)N2CCCC2=O)cc1	-7.7	-4.1	-4.7	0.1	0.1	-0.5	0.2	1.1	1.0
CCC(=O)Nc1ccc(S(=O)(=O)N2CCc3ccccc3C2)cc1	17.1	-11.9	0.2	-5.6	1.1	2.7	0.9	9.4	6.0
COc1ccc2cc(CN(CCc3ccccc3)Cc3nnnn3Cc3ccco3)c(=O)[nH]c2c1	10.4	6.7	8.7	6.4&-1.0	3.7	3.1	0.9	-1.5	1.0
O=C(O)c1cccc(S(=O)(=O)N2CCC(n3nnc4cc(C(F)(F)F)ccc43)CC2)c1	2.1	-1.0	3.4	17.3	0.4	4.4	1.2	5.2	0.0
O=C(c1ccco1)N1CCN(CCCCOc2cccc3ccccc23)CC1	0.4	18.8	-5.1	-4.9	3.0	-0.9	4.8	4.0	3.0
Cc1nn(C)c(Cl)c1CN1CCN(C2CCCCC2)C(CCO)C1 (centres undefined)	1.2	14.1	5.4	5.4	-4.3	-3.4	0.2	-2.7	1.0
Cc1cc(NC(=O)C2CC(c3ccc(F)cc3)=NO2)n(-c2ccccc2)n1 (centres undefined)	-9.3	0.9	4.5	-0.3	-1.2	-2.1	3.4	4.8	0.0
CCC(C)Nc1ncnc2c1cnn2Cc1ccc(Cl)cc1 (centres undefined)	-4.4	-16.1	2.0	0.9	-1.8	4.0	-1.4	1.9	1.0
O=C1COc2ccc(C(=O)COC(=O)Cn3cnc4ccccc43)cc2N1	2.2	-14.3	-1.6	17.9	-0.9	0.1	1.8	-1.2	0.0
O=c1c2c3c(sc2nc2sc(C4CC4)nn12)CCCC3	8.6	2.8	-3.6	0.6	-3.7	-0.6	-0.2	-1.9	1.0
CCOC(=O)C1=C(C)NC(C)=C(C(=O)OCC)C1	1.3&-3.8	11.6&-2.5	-3.7&5.3	3.8	-3.0&2.3	-3.3&-1.0	0.8&5.7	6.1&2.1	1.0&4.0
O=C(CCN1C(=O)c2ccncc2C1=O)Nc1ccc2c(c1)OCCO2	0.0	0.0	6.2	5.4	-3.1	4.5	-0.8	1.1	0.0
COc1ccc(C)cc1S(=O)(=O)n1c([N+](=O)[O-])cnc1C	0.9	9.3	-1.0	-6.6	0.8	5.1	3.1	6.9	2.0
CC1CCCCC12NC(=O)N(CC(=O)NC(=O)NCc1ccco1)C2=O (centres undefined)	2.4	9.9	17.5	-0.8	1.5	0.3	2.7	1.4	4.0
CCOc1ccc(-n2cc(-c3ccc(OC)c(OC)c3)[nH]c2=S)cc1	-1.4	-2.5	-23.7	37.1	1.8	-3.1	2.5	-13.0	0.0
Cc1ccc(-c2n[nH]c(=S)c3ccccc23)cc1S(=O)(=O)NCC1CCCO1 (centres undefined)	-9.2	-2.6	-16.0	0.3	1.4	0.1	-1.3	-4.7	0.0
CC(C)CN(C(=O)COC(=O)Cc1n[nH]c(=O)c2ccccc12)C1CCS(=O)(=O)C1 (centres undefined)	5.3	-3.9	6.7	-19.2&3.4	-3.0	-2.9	1.0	4.5	4.0
C[C@H](CO)N1C[C@H](C)[C@@H](CN(C)S(=O)(=O)c2cccs2)Oc2ccc(NC(=O)C3CC3)cc2C1=O	x	42.5	1.5	x	x	x	x	1.8	0.0
Cc1cccc(NC(=O)C2CCCN(S(=O)(=O)c3cccc4nsnc34)C2)n1 (centres undefined)	-7.5	-8.7	13.1	-1.3	-7.8	-4.0	0.8	9.0	0.0
O=C(Nc1cccc2c1CCCC2)c1ccncc1	-5.6	-1.5	13.2	6.7	-4.0	0.7	-0.1	-4.1	0.0
CC1(C)O[C@@H]2[C@H](O1)[C@@H](CO)O[C@H]2n1c(N2CCCCC2)nc2c(N)ncnc21	x	3.7	-0.6	-2.6	-3.1	x	-0.6	5.6	1.0
CCc1ccc(OCCOCC(O)CNC(C)CC)cc1 (centres undefined)	2.3	12.6	4.4	2.0	-0.2	-5.5	1.9	3.0	0.0
Cc1ccc(C2(C)NC(=O)N(CC(=O)Nc3ccccc3C(=O)NC3CCCC3)C2=O)cc1 (centres undefined)	-0.4	20.4	0.2	0.2	-0.6	4.7	0.1	13.7	0.0
CC(C)c1c(C(=O)N/N=C2\CCc3ccccc32)nnn1-c1nonc1N	-4.7	5.0	-2.2	18.8	0.2	-1.1	2.5	6.7	0.0
O=C(NCc1cn(-c2ccccc2)nc1-c1ccccc1)c1ccc([N+](=O)[O-])cc1	15.4	10.3	3.7	18.0	1.2	2.2	4.0	0.6	1.0
Cc1ccccc1NC(=O)CSc1nnc(Cc2ccccc2)c(=O)n1N	-2.8	3.9	3.3	-18.0	-3.0	-8.0	0.4	-10.9	0.0
CC1=CC(=O)c2ccccc2C1=O	-9.4&3.1	0.7&12.4	5.2&8.5	10.4&0.0	-1.1&-3.5	-2.4&0.8	4.3&-0.8	3.8&-0.6	1.0&4.0
CCOC(=O)C(=NC1CCCCC1)NNc1cccc(C(F)(F)F)c1	-10.7	-23.6	-6.2	3.6	-1.9	-4.4	0.9	-7.6	2.0
CCOc1ccc(NC(=O)COC(=O)CCCc2c[nH]c3ccccc23)cc1	-2.2	-0.8	7.3	7.8	2.8	-19.3	9.8*	3.6	1.0
CC(Sc1nnc(NC(=O)c2cc3ccccc3oc2=O)s1)c1ccccc1 (centres undefined)	0.1	16.4	1.6	-0.7	-1.7	-2.4	0.5	-0.3	0.0
Cc1ccsc1C(=O)NNC(=O)C1CC=CCC1C(=O)O (centres undefined)	-15.2	-7.7	-4.0	4.9	-2.8	8.5	-0.7	1.3	2.0
CCc1noc(C)c1C(=O)OCC(=O)Nc1ncc(Cl)cc1Cl	-11.6	12.9	-1.4	33.1	-3.5	-5.2	0.1	-4.3	6.0
Cc1ccc(C)c(OCCn2cc(/C=C(\C#N)C(=O)NCc3cccs3)c3ccccc32)c1	6.7	33.3	0.5	16.6	0.1	3.0	-3.5	2.4	0.0
CCCC1(CCC)NC(=O)N(CC(=O)Nc2ccc3c(c2)OCCO3)C1=O	x	4.3	-6.2	-5.7	x	x	x	-1.9	0.0
CCCCN(CC)S(=O)(=O)c1ccc(C(=O)Nc2nnc(COC)o2)cc1	1.0	-6.8	2.5	35.7	19.1*	-6.9	3.6	-8.6	0.0
COc1cccc(CC(=O)N2CCC(CCC(=O)Nc3cccc(OC)c3)CC2)c1	7.2	-100.6	5.1	-5.5	-3.1	5.6	1.8	0.1	0.0
COc1ccc(C)cc1S(=O)(=O)Nc1cccc(Cl)c1Cl	12.6	-1.2	9.1	6.2	1.2	-1.1	2.1	6.2	2.0
CC(C)(Sc1ccc(CCN(CCCCC2CCCCC2)C(=O)NC2CCCCC2)cc1)C(=O)O	17.4	-4.3	0.5	x	8.6	-1.1	2.1	3.9	0.0

One compound at a time, from the list above.
Cc1ccsc1C(=O)NNC(=O)C1CC=CCC1C(=O)O (centres undefined) is listed with HCV core dimer = -15.2; VLA-4 inh = -7.7; proCasp7 act = -4.0; GASC-1 inh = 4.9; PP1 inh = -2.8; Fh CTSL1 inh = 8.5; PP5 primary = -0.7; proCasp3 act = 1.3; GRK2 aptamer HTS = 2.0
COc1ccc(C)cc1S(=O)(=O)Nc1cccc(Cl)c1Cl is listed with HCV core dimer = 12.6; VLA-4 inh = -1.2; proCasp7 act = 9.1; GASC-1 inh = 6.2; PP1 inh = 1.2; Fh CTSL1 inh = -1.1; PP5 primary = 2.1; proCasp3 act = 6.2; GRK2 aptamer HTS = 2.0

Hits appear at their usual frequency (roughly 2.6% active in at least one column).
